COUP-TFII inh = NR2F2 (human) inhibition, primary screen | P24468 | HEK293T NGFI-A luciferase reporter, luminescence | inhibition, % at 8.6 µM | 0.7% of 370,000 active | AID 686940;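 active = inhibition above a per-plate cutoff, mean inhibition of test wells between control levels plus 3 SD, cut at about 38% in these data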;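 note: cells cotransfected with COUP-TFII expression vector driving the NGFI-A reporter; 0% = median of COUP-TF2 test wells and 100% = reporter-only cells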
CF NFkB block = cystic fibrosis NF-kB activation inhibition; KKLEB NF-kB-GFP reporter, PAF-induced, GFP fluorescence overnight; inhibition, % at 5 µM; 0.86% of 360,000 active; AID 588850;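 active = at least 50% inhibition at 5 µM, scaled per plate between neutral and stimulator controls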;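 note: PAF is a Pseudomonas aeruginosa culture filtrate used as stimulus; plate controls were PAF-stimulated DMSO wells for no effect and unstimulated DMSO wells for full effect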
TRAIL sens C8 = sensitizes caspase-8 expressing cells to TRAIL. 1% of 360,000 active. NB7+C8 cells + TRAIL, ATPlite viability luminescence. AID 624354. inhibition (viability loss, TRAIL sensitization), % at 10 µM;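 active = compounds causing at least 50% loss of cell viability in the single-dose screen, relative to plate controls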
TWEAK Fn14 block = inhibitors of TWEAK-Fn14 interaction signaling. TWEAK-stimulated Fn14 reporter cells, luciferase luminescence, 8 h. inhibition, % at 10 µM. 2% of 360,000 active; in the data active = inhibition above about 50%
NCOA1 inh = inhibitors of human steroid receptor coactivator 1 (SRC1) | Q15788 | HEK293 GAL4-SRC1 luciferase reporter, luminescence | inhibition, % at 3.6 µM | 0.12% of 360,000 active;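 active = inhibition above the campaign mean plus 3 SD, with each screening campaign given its own cutoff, cut at about 60% in these data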;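 note: 0% = DMSO treated cells and 100% = gossypol at 36 µM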
NR5A2 inv ag = inverse agonists of human LRH-1 (NR5A2) | O00482 | HEK293T StAR-luciferase reporter, LRH-1 transfected, 24 h | inhibition, % at 3.6 µM | 0.13% of 360,000 active | AID 602396;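 active = inhibition above the mean inhibition of all tested compounds plus 3 SD, cut at about 73% in these data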;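 note: 0% = DMSO wells and 100% = reporter-only cells lacking LRH-1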
KKLEB cytotox = counter-screen for CF NF-kB inhibitors: cytotoxicity | activity change (cytotoxicity), % at 5 µM | 0.36% of 360,000 active | AID 602141 | KKLEB CF airway cells viability, ATPlite luminescence, overnight; active compounds read low; cells stimulated with P. aeruginosa culture filtrate;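 active = corrected activity change at or below -50% at 5 µM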
EBV LMP1 NFkB = reduces LMP1-driven NF-kappaB luciferase signal; 0.69% of 350,000 active; LMP1-induced NF-kappaB luciferase reporter cells, luminescence; AID 504558; inhibition, % at 12.5 µM; in the data active = inhibition above about 41%;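 note: 0% = neutral control wells and 100% = reference inhibitor control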
SRC2 inh = inhibits human steroid receptor coactivator 2; HEK293 GAL4-SRC2 luciferase reporter, luminescence; 0.17% of 370,000 active; inhibition, % at 9 µM; Q15596;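 active = inhibition above the mean inhibition of all tested compounds plus 3 SD, set per campaign, cut at about 52% in these data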;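 note: 0% = DMSO treated cells and 100% = cells given Gossypol at 36 µM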
Target sequence (Q15596 whole entry, looked up, the tested form may be a part): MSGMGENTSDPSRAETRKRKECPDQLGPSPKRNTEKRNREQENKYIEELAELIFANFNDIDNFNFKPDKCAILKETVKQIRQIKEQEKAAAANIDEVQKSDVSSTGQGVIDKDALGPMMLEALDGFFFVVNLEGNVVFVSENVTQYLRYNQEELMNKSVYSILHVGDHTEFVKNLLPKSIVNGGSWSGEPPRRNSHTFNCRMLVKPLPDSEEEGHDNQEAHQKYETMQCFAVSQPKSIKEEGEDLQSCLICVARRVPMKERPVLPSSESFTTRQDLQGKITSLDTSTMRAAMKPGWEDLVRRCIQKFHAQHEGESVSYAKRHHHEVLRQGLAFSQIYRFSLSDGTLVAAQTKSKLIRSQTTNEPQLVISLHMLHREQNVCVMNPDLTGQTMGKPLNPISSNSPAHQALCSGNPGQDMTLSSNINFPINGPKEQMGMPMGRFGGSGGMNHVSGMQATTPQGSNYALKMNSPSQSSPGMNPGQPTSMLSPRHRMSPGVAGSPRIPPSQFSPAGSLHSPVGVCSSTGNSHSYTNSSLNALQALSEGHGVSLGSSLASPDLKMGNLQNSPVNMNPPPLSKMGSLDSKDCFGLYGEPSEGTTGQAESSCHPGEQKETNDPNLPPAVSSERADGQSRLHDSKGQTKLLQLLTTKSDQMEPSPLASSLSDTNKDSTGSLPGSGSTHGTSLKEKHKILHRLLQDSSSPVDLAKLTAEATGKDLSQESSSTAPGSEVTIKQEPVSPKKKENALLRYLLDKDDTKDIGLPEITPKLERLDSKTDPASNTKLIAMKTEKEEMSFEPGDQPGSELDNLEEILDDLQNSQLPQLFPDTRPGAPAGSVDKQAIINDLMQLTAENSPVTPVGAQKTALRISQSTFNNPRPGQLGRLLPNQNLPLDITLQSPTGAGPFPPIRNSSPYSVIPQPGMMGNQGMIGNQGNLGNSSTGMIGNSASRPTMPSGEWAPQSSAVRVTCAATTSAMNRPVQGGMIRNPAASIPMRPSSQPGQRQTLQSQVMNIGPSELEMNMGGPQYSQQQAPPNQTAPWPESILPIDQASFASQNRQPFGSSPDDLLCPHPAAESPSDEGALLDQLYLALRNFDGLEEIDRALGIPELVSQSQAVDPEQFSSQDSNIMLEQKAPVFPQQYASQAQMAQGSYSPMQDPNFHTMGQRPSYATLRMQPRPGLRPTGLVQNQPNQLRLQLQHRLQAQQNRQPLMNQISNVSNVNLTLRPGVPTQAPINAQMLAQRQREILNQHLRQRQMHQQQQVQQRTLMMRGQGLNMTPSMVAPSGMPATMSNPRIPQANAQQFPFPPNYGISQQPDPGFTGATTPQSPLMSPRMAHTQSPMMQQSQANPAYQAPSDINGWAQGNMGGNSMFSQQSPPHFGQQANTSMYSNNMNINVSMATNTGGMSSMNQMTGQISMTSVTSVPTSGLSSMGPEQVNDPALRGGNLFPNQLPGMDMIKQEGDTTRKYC
TROY signal inh = blocks TROY-dependent signaling in reporter cells; Q293 LMP1-TROYcd NF-kB luciferase reporter, 4 h; inhibition, % at 10 µM; AID 1347056; 0.98% of 360,000 active;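 active = compounds whose plate-normalised and pattern-corrected inhibition of the luciferase reporter signal at the single screening dose is 50% or more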
NCOA3 inh = inhibitors of human steroid receptor coactivator 3 (SRC3) | Q9Y6Q9 | HEK293 GAL4-SRC3 luciferase reporter, luminescence | inhibition, % at 3.6 µM | 0.17% of 360,000 active;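 active = inhibition above a per-campaign cutoff, the mean of all compounds plus 3 SD, cut at about 60% in these data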;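 note: 0% = DMSO-treated cells and 100% = gossypol-treated cells at 36 µM; higher means less SRC3-driven luciferase light from the GAL4 reporter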
The depositor's hits bear a star; nt = no result given.

SMILES	COUP-TFII inh	CF NFkB block	TRAIL sens C8	TWEAK Fn14 block	NCOA1 inh	NR5A2 inv ag	KKLEB cytotox	EBV LMP1 NFkB	SRC2 inh	TROY signal inh	NCOA3 inh
COc1ccc(NC(=O)C(NC(=O)c2ccc(C)cc2)c2ccccc2)cc1 (configuration not stated)	-12	-6	7	-12	-3	2	12	1	-10	-33	-23
Cc1ccc(/C=N/N2C(=S)SC(C)(C)C2N(O)C(=O)Nc2ccc([N+](=O)[O-])cc2)cc1 (configuration not stated)	-6	-15	14	-3	-6	-13	11	7	-15	-27	0
COc1cccc(-n2c(SCC(=O)NCc3cccs3)nc3ccccc3c2=O)c1	22	-58	-7	20	-4	17	16	-22	3	12	5
Cc1ccc(S(=O)(=O)N(C)Cc2nc(-c3ccncc3)no2)cc1	10	-18	13	-26	-5	4	-8	-2	12	0	12
CCOc1ccc(CC(=N)C2=C(O)CC(C)(C)CC2=O)cc1OCC	-12	-6	18	-6	-7	-18	-2	-9	-7	10	16
Cc1csc(NC(=O)CSc2nnc(CCNC(=O)c3cccs3)n2C)n1	-1	-3	-9	2	-39	8	20	0	-1	-14	-10
O=C(O)CCS(=O)(=O)c1ccc(-c2ccccc2)cc1	5	-3	4	21	-2	11	-12	-5	23	-16	12
CCC(CO)Oc1cc(NC(=O)c2ccc(N)cc2)c2ncn(C(C)C)c2c1 (configuration not stated)	-8	-3	-16	-18	-19	-7	7	-6	-14	-11	-29
CC(=O)c1ccccc1OC(=O)CCN1C(=O)c2ccccc2C1=O	-6	-1	-11	-1	-7	13	2	6	-16	-11	6
CN(CC(=O)Nc1ccccc1Cl)C(=O)COC(=O)CNC(=O)c1ccc(Br)o1	5	17	4	-23	-5	0	-7	5	-6	-13	6
Cc1n[nH]c(C)c1CCCCOc1ccc([N+](=O)[O-])cc1	-7	0	-6	-9	-71	0	-15	-4	-13	6	2
CN1C(=O)[C@H]2[C@@H](/C=C/c3ccccc3)N3C(=O)CN(Cc4ccc(-c5ccccc5)cc4)C(=O)[C@@]3(C)[C@H]2C1=O	12	-8	8	-11	2	15	9	1	0	-22	-10
Cc1ccc2c(c1)N(C(=O)CCC(=O)N1CCOCC1)CC(C)O2 (configuration not stated)	-8	-6	0	-8	5	3	5	3	7	-1	3
O=C(Nc1cccc(O)c1)C1CC(c2c(F)cccc2Cl)=NO1 (configuration not stated)	-16	2	-2	0	-1	-5	4	5	-21	9	-7
CCC(C)NCCOCCOc1ccccc1-c1ccccc1 (configuration not stated)	-16	0	9	16	-22	3	-11	-8	8	-16	-17
CCN1C(=O)[C@H]2[C@H]3CN=C(SC)N3[C@@](Cc3ccccc3)(C(=O)OC)[C@H]2C1=O	2	-4	-11	12	13	1	8	-2	8	7	-10
COc1ccc(OC)c(C2CC(=O)Nc3c2c(=O)[nH]c2ncnn32)c1 (configuration not stated)	-1	14	-13	-4	7	14	13	-27	-1	-2	14
O=C(N/N=C/c1ccccc1OC(F)F)NC1CCCCC1	-5	21	5	-13	-16	11	6	-5	-13	-12	2
Cc1ccccc1OCC(=O)NCCNC(=O)c1cccnc1	5	-15	4	3	-12	-3	7	2	-17	-10	-9
COc1ccc(CC(=O)Nc2c(C(=O)N3CCN(c4ccccc4)CC3)oc3ccccc23)cc1OC	17	-9	-3	-20	22	14	-1	1	-21	-6	11
COc1ccc(C(O)P(=O)(OCCC(C)C)c2ccc(N(C)C)cc2)cc1OC (configuration not stated)	-26	2	-1	17	4	10	2	-1	-13	21	17
Cn1c(CC(=O)Nc2ccccc2)nnc1SCC(=O)NC1=NCCS1	13	-11	-6	9	0	6	6	1	-11	-1	10
COc1cc2c(cc1OC)C(CNC(=O)C=Cc1ccccc1)C2 (configuration not stated)	8	-20	-18	-24	-3	4	-6	-3	-1	-3	-7
CCOC(=O)c1c(C)[nH]c(C(=O)N/N=C/c2cc([N+](=O)[O-])ccc2O)c1C	-12	-7	-4	77*	-2	14	-8	17	4	77*	8

Next part, starting with the last 3 of the part before.
SMILES	COUP-TFII inh	CF NFkB block	TRAIL sens C8	TWEAK Fn14 block	NCOA1 inh	NR5A2 inv ag	KKLEB cytotox	EBV LMP1 NFkB	SRC2 inh	TROY signal inh	NCOA3 inh
Cn1c(CC(=O)Nc2ccccc2)nnc1SCC(=O)NC1=NCCS1	13	-11	-6	9	0	6	6	1	-11	-1	10
COc1cc2c(cc1OC)C(CNC(=O)C=Cc1ccccc1)C2 (configuration not stated)	8	-20	-18	-24	-3	4	-6	-3	-1	-3	-7
CCOC(=O)c1c(C)[nH]c(C(=O)N/N=C/c2cc([N+](=O)[O-])ccc2O)c1C	-12	-7	-4	77*	-2	14	-8	17	4	77*	8
N#Cc1ccc(OCc2cccc(S(=O)(=O)N3CCOCC3)c2)cc1	-16	4	-17	-7	-6	-25	-9	-10	8	-3	12
CC1=CC(=O)C=C(C)C1=NOC(=O)c1cccc([N+](=O)[O-])c1	15	8	-9	-3	3	30	-9	4	4	6	-4
Cc1cccc(N2CCN(C(=O)c3c(-c4ccccc4)noc3C)CC2)c1C	16	33	14	1	-1	32	-18	27	7	10	-30
Cc1cccc(N/C=C/C(=C(C#N)C#N)N(C)C)c1	-6	12	-12	8	-1	0	-11	4	-4	-17	-2
O=C1N(Cc2ccccc2)c2ccccc2OC1(F)F	1	17	-8	1	3	-1	-11	nt	0	-8	4
COc1ccc(C)cc1NC(=O)/C=C/c1ccc(OC)c(S(=O)(=O)N2CCOCC2)c1	7	2	-6	-26	-6	-1	-4	1	-25	10	8
O=C(O)CSc1c[nH]c2ccccc12	-10	-9	-15	-7	0	5	1	-3	18	6	2
Cc1ccc(Cn2nnc3c(=O)[nH]c(C4CCN(S(=O)(=O)c5ccccc5)CC4)nc32)cc1	nt	3	-3	1	-28	-27	2	-6	nt	-2	9
COc1ccccc1N1CCN(C2CCCN(Cc3cccc(O)c3)C2)CC1 (configuration not stated)	8	19	1	-15	-15	12	-14	7	-14	-16	5
COc1ccccc1NC(=O)C(=O)N/N=C(\C)CC(=O)Nc1ccc(OCc2ccccc2)cc1	-7	7	9	-1	-38	-39	0	1	-8	-14	-16
CC1(C)C(=O)Nc2ccccc2N1C(=O)COC(=O)c1ccc([N+](=O)[O-])o1	20	3	14	22	-18	16	-4	-5	-19	1	-2
CC(C)NC(=O)CCn1c(=S)oc2ccccc21	-8	0	-1	-1	11	5	-9	6	-11	-8	0
CC(C)OCCCNC(=O)c1cn(C)c2ccc(S(=O)(=O)N(C)C3CCCCC3)cc2c1=O	-4	26	-11	-13	-23	1	-17	9	0	-18	22
CC(C)C(=O)N1C2CCC1CC(O)(c1ccc(F)cc1)C2 (configuration not stated)	6	-1	-11	-11	-3	13	11	6	14	-13	-2
Cc1[nH]n(-c2ccccc2)c(=O)c1N=Nc1ccc2c(c1)OCO2	2	4	2	-13	-1	13	-6	-61	0	-27	10
CCOC(=O)C1CCN(C(c2cc3ccc(C)c(C)c3[nH]c2=O)c2nnnn2C2CCCCC2)CC1 (configuration not stated)	3	-1	2	19	-4	-24	-10	-10	-4	-3	-1
O=C(COc1cccc2ccccc12)NNC(=O)C1CCCO1 (configuration not stated)	-7	14	-2	7	4	4	2	-5	4	-9	27
COc1ccc(-c2nc3ccc(Br)cn3c2Cc2ccccc2C(F)(F)F)cc1OC	0	44	-3	3	17	-15	-22	nt	-28	-2	19
O=C(O)c1ccccc1CSc1nc2ccccc2[nH]1	-11	-3	9	20	-24	-14	3	0	-18	11	-18
Cc1cc(C)c(C(=O)C(C)OC(=O)Cc2n[nH]c(=O)c3ccccc23)cc1C (configuration not stated)	-2	3	-2	-6	-16	-13	6	-1	11	-14	-12
CCOC(=O)N1CCN(C(=S)NC(=O)c2c(-c3c(Cl)cccc3Cl)noc2C)CC1	-2	11	-2	-7	-7	-5	2	3	6	-8	-1
CC(=O)c1ccc(OCC(=O)NCC(c2ccco2)N2CCCCC2)cc1 (configuration not stated)	-10	-8	2	11	5	0	-3	2	4	5	9
O=C(NCC1CCN(c2ccc(S(=O)(=O)N3CCOCC3)cc2)CC1)c1cccc(Cl)c1	-6	-9	3	11	0	2	0	5	-9	8	13
CCOc1cccc(SCc2noc(C(=O)NCCOC)c2C(=O)O)c1	0	-16	-26	-11	-6	-20	6	-1	19	9	28
Cc1cccc(Cn2c(SCCN3CCOCC3)nc3c2c(=O)n(C)c(=O)n3C)c1	18	-11	0	6	-10	-8	1	-12	10	8	11
CCOc1ccc2nc(NC(=O)CN3CCOCC3)sc2c1	-10	-9	-4	-21	-16	-32	-3	-5	-55	-26	-5
CCOc1cccc2cc(C(=O)OCC(=O)Nc3c(C)cccc3CC)c(=O)oc12	-32	-9	-6	-29	-37	-49	10	-12	-23	-78	-21
COC(=O)N/N=C\c1c(C)nn(-c2ccccc2)c1Cl	-38	14	0	-26	-49	-70	-2	-6	-46	-44	-30
COCCNc1nc(N)c([N+](=O)[O-])c(NCC2CCCO2)n1 (configuration not stated)	-12	2	-6	22	0	18	-5	-8	-15	0	-4
COc1ccccc1NC(=O)C(C)OC(=O)C1COc2ccccc2O1 (configuration not stated)	17	12	-3	3	-11	-4	1	8	-19	-5	-7
COc1ccc(N2C(=O)C3CCCN3C2=S)cc1 (configuration not stated)	-21	4	-5	-2	-2	1	1	-5	-11	17	9
CCc1cc(=O)oc2cc(OCC(=O)N3CCC(C(N)=O)CC3)ccc12	-13	9	-4	1	-8	5	-4	5	12	-11	10
NC(=O)Nc1n[nH]c(-c2ccccc2)n1	-27	-19	-8	-2	3	-3	6	4	5	-25	-11
O=C(Cn1nnc(-c2ccccc2)n1)N/N=C/c1cc([N+](=O)[O-])c(Cl)cc1Cl	9	-13	-2	-57	-2	-7	7	-2	17	-12	17
Cc1onc(-c2c(F)cccc2Cl)c1C(=O)NCCN1CCNC1=O	7	3	-4	14	-26	-4	-12	-2	6	-3	-6
CCCn1nnnc1NCc1ccccc1C	4	7	27	-5	-2	-3	-3	-6	-9	-1	-30
CCCCCC(=O)N1C[C@H](n2cc(C3CC3)nn2)[C@@H](O)C[C@@H]1c1ccccc1	-6	2	-3	1	-9	-3	3	9	-26	-5	1
CCOC(=O)CN1C(=O)C(Sc2n[nH]c(-c3cccc(C)c3)n2)CCc2ccccc21 (configuration not stated)	3	8	-2	16	2	13	-4	0	-20	9	23
Cc1ccc(-n2c3nc(=O)n(C)c(=O)c-3cc3ccccc32)cc1	0	-31	-9	1	-8	-10	4	nt	-12	-18	13
CCc1nnc(NC(=O)c2cc(-c3ccccc3)nn2-c2ccccc2)s1	-4	-3	12	-7	3	-22	31	5	-13	-6	4
CCn1c(CNC(=O)c2ccco2)nnc1SCC(=O)Nc1ccccc1Cl	-13	19	3	3	-9	5	2	4	6	-19	2
CCCSc1nnc(NC(=O)c2nc(SC)ncc2Cl)s1	-2	12	8	-14	-5	-11	0	0	6	-6	-6
Cc1ccc(S(=O)(=O)NN/C(=N/S(=O)(=O)c2ccccc2)c2ccccc2)cc1	13	-4	-10	12	5	-6	12	-2	25	7	11
S=C(Nc1ccccc1)Nn1cnnc1	-2	8	3	13	-5	10	-25	-3	-11	-10	-5
